CHT PAM = allosterically activates the human high affinity choline transporter | Q9GZV3 | CHT-expressing cells, membrane potential dye, choline EC20; active compounds read high; LV-AA mutant CHT in HEK293 cells | B-score at 10 µM | 310,000 tested, 0.49% active;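 active = initial fluorescence not abnormally high and integrated response B-score, plate-corrected, over 3 SD above library mean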
Target sequence (Q9GZV3 whole entry, looked up): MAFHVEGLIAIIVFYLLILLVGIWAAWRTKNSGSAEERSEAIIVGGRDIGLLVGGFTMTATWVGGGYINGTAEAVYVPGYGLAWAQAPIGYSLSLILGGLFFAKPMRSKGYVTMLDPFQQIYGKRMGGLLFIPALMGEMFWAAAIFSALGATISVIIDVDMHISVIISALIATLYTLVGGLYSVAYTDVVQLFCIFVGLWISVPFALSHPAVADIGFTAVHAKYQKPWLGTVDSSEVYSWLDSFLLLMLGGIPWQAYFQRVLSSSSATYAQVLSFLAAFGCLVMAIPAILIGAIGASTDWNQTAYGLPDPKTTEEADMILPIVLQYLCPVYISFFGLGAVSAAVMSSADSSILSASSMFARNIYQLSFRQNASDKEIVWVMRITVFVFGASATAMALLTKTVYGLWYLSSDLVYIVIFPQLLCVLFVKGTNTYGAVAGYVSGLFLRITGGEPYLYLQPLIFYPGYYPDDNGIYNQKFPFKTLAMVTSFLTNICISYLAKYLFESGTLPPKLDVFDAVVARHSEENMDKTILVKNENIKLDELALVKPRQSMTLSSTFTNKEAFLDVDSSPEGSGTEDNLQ
OX1R antag = human HCRTR1 antagonism. O43613. CHO/OX1R cells, Fluo-8 calcium fluorescence, orexin A. inhibition, % at 5 µM. 330,000 tested, 0.43% active. AID 434989;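 active = inhibition above its plate's threshold, mean inhibition of all tested compounds on the plate plus 3 SD, cut at about 37% in these data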;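 note: 0% = orexin A challenge wells and 100% = SB-334867-A antagonist wells; not every result past the cut was called active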
Target sequence (O43613 whole entry, looked up): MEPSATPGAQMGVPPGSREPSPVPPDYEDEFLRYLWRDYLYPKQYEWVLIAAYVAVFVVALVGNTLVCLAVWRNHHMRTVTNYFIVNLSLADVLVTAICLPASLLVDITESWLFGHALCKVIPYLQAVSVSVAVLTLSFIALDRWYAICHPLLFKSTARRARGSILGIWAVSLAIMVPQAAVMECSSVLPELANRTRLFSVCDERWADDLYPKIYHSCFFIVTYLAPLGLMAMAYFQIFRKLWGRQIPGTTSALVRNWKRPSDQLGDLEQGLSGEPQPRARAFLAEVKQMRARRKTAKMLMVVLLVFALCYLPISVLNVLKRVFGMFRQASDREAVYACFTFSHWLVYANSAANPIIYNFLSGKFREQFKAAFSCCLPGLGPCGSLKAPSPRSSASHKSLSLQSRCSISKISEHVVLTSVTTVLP
An asterisk follows results filed as active; i = inactive; · = no result given.

SMILES	CHT PAM	OX1R antag
Cc1ccc(C)c(N2CCN(c3ncccc3[N+](=O)[O-])CC2)c1	i	5
COc1ccc2[nH]c3c(NCCCOC(C)C)ncnc3c2c1	i	-4
Cc1ccc(N2C(=O)c3ccccc3C(C)(C)C2=O)cc1	i	-24
CCc1ccc(NC(=O)CN(C(=O)N2CCN(CC)CC2)S(=O)(=O)c2ccc(C)cc2)cc1	i	0
CCN1C(=O)[C@H]2[C@@H](c3ccc(-c4cccc(Cl)c4)c(OC)c3)N[C@@](C)(C(=O)OC)[C@H]2C1=O	i	-8
C[C@@H]1CCC2[C@](C)(CO)[C@@H](O)CC[C@]2(C)[C@@]12C[C@](CO)(CC(=O)O)CO2 (some centres not stated)	i	1
CN(C)CCCn1c(SCC(=O)Nc2nc(-c3cccc(Br)c3)cs2)nc2ccccc2c1=O	i	-14
CN1CCN(C(=S)Nc2ccc(Cl)c(Cl)c2)CC1	i	3
Cc1cc(C)n2ncc(/C(N)=N/OC(=O)Nc3ccc(Cl)cc3)c2n1	i	8
O=C(Nc1ccc(C(=O)O)cc1)/C(=C\c1ccc(F)cc1)NC(=O)c1ccco1	i	-6
Cc1cc(NC(=O)C23CCC(C)(C(=O)O2)C3(C)C)no1 (configuration not stated)	i	-9
Cc1cc(Cl)ccc1OCC(=O)OCC(=O)NC1CCCC1	·	-6
O=C1N[C@@H](c2ccccc2)COC(=O)[C@@H](Cc2ccc(F)cc2)CC/C=C/C[C@H]1CC(=O)N(CCO)Cc1ccccc1	·	-15
CCc1cccc(C)c1NC(=O)COC(=O)C1CCN(S(=O)(=O)c2ccccc2)CC1	i	-15
CC1CCCCN1C(=O)c1c([N+](=O)[O-])cnn1C (configuration not stated)	i	4
COc1ccc(C2CC(c3cccs3)=NN2C(=S)Nc2ccccc2)cc1OC (configuration not stated)	i	-19
O=C(CNC(=O)N1CC(=O)Nc2ccccc21)Nc1cccc(F)c1	i	-9
CCOc1ccc(CNC(c2ccccc2)c2ccccc2)cc1	i	-43
CCCS(=O)(=O)Nc1ccc2cn[nH]c2c1	i	-5
CC1(OC(=O)C2CCCC2)C(=O)C=C2C=C(c3ccsc3)N(CCc3ccccn3)C=C2C1=O (configuration not stated)	i	-10
COc1cc(S(=O)(=O)N2CCCCC2)ccc1NC(=O)c1ccc(F)cc1	i	-9
COc1ccc(/C=C(/CC(=O)Nc2ccc(C)cc2)c2nc3ccccc3s2)cc1	i	-10
C=CCn1c(=O)c2ccccc2n2c(SCc3nnc(-c4ccccc4Br)o3)nnc12	i	-26
C/C(=N\NC(=S)NC(C)C)c1ccc(-n2ccnc2)cc1	i	5
CC(=O)Nc1ccc(Nc2ccc3c4c(cc(=O)n3C)-c3ccccc3C(=O)c24)cc1	i	-16
CC1CCCN(C2(O)C(=O)Nc3ccc(Br)cc32)C1 (configuration not stated)	i	-5
CCOC(=O)c1nnc(-c2ccc(C)cc2)nc1Sc1cccc(Cl)c1	i	-2
Cc1cc(C(=O)N/N=C/c2c(C)n(C)c3ccccc23)n[nH]1	i	-18
CCCC(c1nnnn1C(C)(C)CC)N1CCN(C2CCCC2)CC1 (configuration not stated)	8.4*	-3
COc1ccc(S(=O)(=O)N2CCC(C(=O)N(CC(C)C)C3CCS(=O)(=O)C3)CC2)cc1OC (configuration not stated)	i	-14

No new results follow: two of the compounds above.
SMILES	CHT PAM	OX1R antag
CC(=O)Nc1ccc(Nc2ccc3c4c(cc(=O)n3C)-c3ccccc3C(=O)c24)cc1	i	-16
CC1CCCN(C2(O)C(=O)Nc3ccc(Br)cc32)C1 (configuration not stated)	i	-5

Next compounds.
SMILES	CHT PAM	OX1R antag
COc1cccc(C2=NOC(C(=O)NCCCn3ccnc3)C2)c1 (configuration not stated)	i	0
O=C(Nc1ccccc1Oc1ccccc1)C1CC1	i	1
CNC(=O)COc1ccc(Nc2nnc(C)c3ccccc23)cc1	i	-10
CN1CCN(CC(O)COc2ccc(S(=O)(=O)N3CCOCC3)cc2)CC1 (configuration not stated)	·	9
OCC[C@@H]1C[C@H](O)[C@@H](O)[C@]2(OCCc3ccccc32)O1	i	-8
CC(C)c1nc(SCc2ccccn2)c2c(=O)n(C)c(=O)n(C)c2n1	i	-19
CC(=O)c1cccc(Nc2ncnc3ccc(Br)cc23)c1	i	-13
CNS(=O)(=O)c1cccc(C(=O)OC2CCCCC2=O)c1 (configuration not stated)	i	-18
Cn1c(COc2ccc(C(=O)O)cc2)nc2ccccc21	i	-7
Cc1cccn2c(=O)c3cc(C(=O)NC4CCCC4)c(=N)n(CCCN4CCOCC4)c3nc12	i	-19
Cc1ccc2[nH]c3c(c2c1)CCN1C(=O)OC(C)(C)C31C (configuration not stated)	i	-16
Cc1cccc(NCN2C(=O)c3ccccc3C2=O)c1	i	-7
CCCCC(NC(=O)c1cccc(Br)c1)C(=O)O (configuration not stated)	i	-26
COc1ccccc1NC(=O)c1c(NC(=O)c2ccco2)sc2c1CCC2	i	-20
CC1(C)CCc2cc(S(=O)(=O)N3CCN(S(=O)(=O)c4c(F)cccc4F)CC3)ccc2O1	·	-11
Cc1ccc(-c2cn(-c3ccccc3)c(SCC(=O)NC3CCS(=O)(=O)C3)n2)cc1C (configuration not stated)	i	-22
Cc1ccc(NC(=O)COC(=O)CCC(=O)c2cccs2)c(Br)c1	·	1
CC(=O)N1c2ccc(S(=O)(=O)NCCC(=O)N(C)C3CCCCC3)cc2CC1C (configuration not stated)	i	-28
CCCCNC(=O)CCn1c(=O)c2ccccc2n(CC(=O)NCCc2ccc(OC)c(OC)c2)c1=O	i	-14
COc1ccccc1OCC(=O)N1CCCC(Nc2ccc(F)c(F)c2)C1 (configuration not stated)	i	-16
Cc1sc2ncnc(N3CCN(C(=O)c4ccco4)CC3)c2c1C	i	-20
O=C(O)CC(c1ccccc1)c1ccccc1	i	-14
CCSc1nc2sc3c(c2c2[n+]1CC(CBr)O2)CCCC3 (configuration not stated)	i	4
COc1cccc(C2/C(=C(\O)c3ccc4c(c3)OCCO4)C(=O)C(=O)N2CCN(C)C)c1 (configuration not stated)	i	-12
Cc1ccccc1NS(=O)(=O)c1ccc2c(c1)NC(=O)CCS2	i	-13
C=CCNC(=O)c1cc(=O)c2ccccc2o1	i	-17
Cc1nn(C)cc1/C=N/NC(=O)C1(O)c2ccccc2-c2ccccc21	i	-25
CC(=O)Nc1cccc(C(=O)OCC(=O)NC(=O)Cc2ccccc2)c1	i	-17
O=C(CSc1nnc(NC(=O)C2CC2)s1)Nc1ccccc1C(F)(F)F	i	1
CCn1c2ccccc2c2cc(NC(=O)C3CCN(S(=O)(=O)c4cccs4)CC3)ccc21	i	-20
CCOC(=O)CNC(=O)CSc1cc(C)nc2ccc(OC)cc12	i	-9
Cc1ccc2[nH]c(=O)c(C3=NN(C(=O)CCC(=O)O)C(c4cccs4)C3)c(-c3ccccc3)c2c1 (configuration not stated)	i	-3
CCCCN(C(=O)COC(=O)c1ccccc1)c1c(N)n(CCC)c(=O)[nH]c1=O	·	-12
CN(C)S(=O)(=O)c1cccc(C(=O)Nc2ccccc2C(=O)NC2CC2)c1	·	-34
COc1ccc2[nH]c(=O)c(CN(Cc3nnnn3Cc3ccc(F)cc3)CC3CCCO3)cc2c1 (configuration not stated)	i	-5
COc1cc(/C=N/n2c(-c3ccccc3)n[nH]c2=S)cc(OC)c1O	i	-8
CCc1cc(=O)oc2c(C)c(OCC(=O)N3CCC[C@@H]3C(=O)O)ccc12	i	16
Cc1cccc(NC(=O)N2C3CCCC2CC(NC(=O)C2CC2)C3)c1 (configuration not stated)	i	-3
O=C(O)C1Nc2ccc(OC(F)(F)F)cc2C2C=CCC12 (configuration not stated)	i	9
O=C(CN1C(=O)NC2(CCOc3ccccc32)C1=O)Nc1ccc(F)c(F)c1F (configuration not stated)	i	-33
O=C(OC1CCOC1=O)c1cccc(S(=O)(=O)N2CCc3ccccc3C2)c1 (configuration not stated)	i	-18
C=CCC(C)(NCc1ccccc1)c1ccc(C)cc1 (configuration not stated)	i	-18
CCc1nc(N)c(C#N)c(-c2ccccc2OC)c1C	i	-13
O=C(COC(=O)COc1ccc(Cl)cc1Cl)NC1CC1	·	-19
COc1ccc(-c2cc(C(=O)Nc3c(C)n(C)n(-c4ccccc4)c3=O)no2)cc1	i	-13
O=C(CSc1ccc(C(F)(F)F)cc1[N+](=O)[O-])Nc1ccc2ccccc2c1	i	-7
CSC1=C(C#N)C(c2ccccc2Cl)C2=C(N1)c1ccccc1C2=O (configuration not stated)	i	-6
Cc1ccc(NC(=O)Cn2nc(C(=O)O)c3ccccc3c2=O)c([N+](=O)[O-])c1	i	-22
COc1cc(-c2[nH]ncc2CN2CCc3sccc3C2)cc(OC)c1OC	i	-25
O=C(O)CC/C(=N/NC(=O)CNC(=O)Cc1ccc(Cl)cc1)c1ccccc1	i	-16
CC(=O)c1c(-c2ccccc2)[nH]c2ccccc12	i	-5
CC1(NC(=S)Nc2ccccc2)CCS(=O)(=O)C1 (configuration not stated)	i	-11
c1ccc(-c2c(-c3ccccc3)n(Cc3ccco3)c3ncnc(NCCCn4ccnc4)c23)cc1	i	21
Fc1cccc(NCCc2c[nH]c3ccccc23)n1	i	-15
CC[n+]1c(/C=C2\C=C(C)CC(C)C2)sc2ccccc21 (configuration not stated)	i	-22
N#CC1(NC(=O)COC(=O)c2nccnc2N)CCCCC1	i	-6
CC(=O)c1cccc(CN2CCCCC2C(=O)Nc2ccc(Oc3ccccc3)nc2)c1 (configuration not stated)	i	-14
COc1ccc(-n2cnnc2SCC(=O)Nc2cc(C)on2)cc1	i	2
CC(C)CCNc1nc(N)c([N+](=O)[O-])c(NC2CCCCC2)n1	i	-20
COc1ccc(Oc2cn[nH]c2-c2ccc(O)cc2O)cc1	i	0
Carrying on.
SMILES	CHT PAM	OX1R antag
CN(C(=O)c1ccc(NC(=O)Cc2ccc([N+](=O)[O-])cc2)cc1)C1CC1	·	11
CCN1CCN(c2nc(-c3ccncc3)nc3ccccc23)CC1	i	-4
Cc1ccn(C(=O)c2cc3cc(Cl)ccc3oc2=O)n1	i	-9
CCO[C@@H]1OC(C(=O)NCc2ccccc2)=C[C@H](c2csc3ccccc23)[C@H]1CCCO	i	10
CCCN(CCC)C(=O)c1c(NC(=O)CC)sc2c1CCCCC2	i	-32
Cc1c(Cc2ccccc2)c(=O)oc2cc(OC(C)C(=O)NCC3CCC(C(=O)O)CC3)c(Cl)cc12 (configuration not stated)	i	-8
CN(C)CCCOc1nc2c(c(=O)n(C)c(=O)n2C)n1C	9.1*	-1
Cc1cc(-c2ccccc2)c(C#N)c(=S)[nH]1	i	-11
C=CCCC(=O)Nc1nc(C)c(-c2csc(Nc3ccc(Cl)cc3Cl)n2)s1	i	-34
COc1cc(NS(=O)(=O)c2ccc(NC(=O)C34CC5CC(CC(C5)C3)C4)cc2)ncn1	i	-16
CC(=O)N1CC(=O)N(CC(=O)Nc2ccc(Br)cc2)C1=S	i	-74
O=C(C[n+]1ccccc1)N/N=C/c1cccc(Cl)c1Cl	i	-9
COc1ccc(-c2cc(Cl)cc3c(=O)c4ccccc4n(C)c23)cc1F	7.3*	-30
O=C(Nc1ccc(Cl)cn1)c1ccccc1F	i	-9
COc1ccc(NC(=O)N2CCCC2C(=O)NCc2ccc(F)cc2)cc1 (configuration not stated)	i	-8
Cc1ccc(CNC(=O)CCS(=O)(=O)c2ccc3c(c2)CC(C)N3C(=O)C2CC2)o1 (configuration not stated)	i	-23
CCCC(=O)NCCc1nc2ccccc2n1CCC	i	-2
CCc1ccc2nc(N(CCCN(C)C)C(=O)c3ccc(C(=O)c4ccccc4)cc3)sc2c1	i	-18
N=c1c(S(=O)(=O)c2ccccc2)cc2c(=O)n3ccccc3nc2n1CC1CCCO1 (configuration not stated)	i	-7
CCc1nnc(NC(=O)c2ccc(-c3ccc(C(C)=O)cc3)o2)s1	·	-26
O=C(NC1CCCC1)c1ccccc1OCc1ccccc1	i	-15
COc1ccc(/C=c2\s/c(=C\C(=O)C(C)(C)C)[nH]c2=O)cc1O	i	-13
CCCCCCCCCCOC(=O)Cn1c(COc2ccccc2)[n+](C)c2ccccc21	i	73*
CNc1c([N+](=O)[O-])cnn1-c1ccccn1	i	1

In the list so far, these contain fluorine.
SMILES	CHT PAM	OX1R antag
O=C(Nc1ccc(C(=O)O)cc1)/C(=C\c1ccc(F)cc1)NC(=O)c1ccco1	i	-6
O=C1N[C@@H](c2ccccc2)COC(=O)[C@@H](Cc2ccc(F)cc2)CC/C=C/C[C@H]1CC(=O)N(CCO)Cc1ccccc1	·	-15
O=C(CNC(=O)N1CC(=O)Nc2ccccc21)Nc1cccc(F)c1	i	-9
COc1cc(S(=O)(=O)N2CCCCC2)ccc1NC(=O)c1ccc(F)cc1	i	-9
CC1(C)CCc2cc(S(=O)(=O)N3CCN(S(=O)(=O)c4c(F)cccc4F)CC3)ccc2O1	·	-11
COc1ccccc1OCC(=O)N1CCCC(Nc2ccc(F)c(F)c2)C1 (configuration not stated)	i	-16
O=C(CSc1nnc(NC(=O)C2CC2)s1)Nc1ccccc1C(F)(F)F	i	1
COc1ccc2[nH]c(=O)c(CN(Cc3nnnn3Cc3ccc(F)cc3)CC3CCCO3)cc2c1 (configuration not stated)	i	-5
O=C(O)C1Nc2ccc(OC(F)(F)F)cc2C2C=CCC12 (configuration not stated)	i	9
O=C(CN1C(=O)NC2(CCOc3ccccc32)C1=O)Nc1ccc(F)c(F)c1F (configuration not stated)	i	-33
O=C(CSc1ccc(C(F)(F)F)cc1[N+](=O)[O-])Nc1ccc2ccccc2c1	i	-7
Fc1cccc(NCCc2c[nH]c3ccccc23)n1	i	-15
COc1ccc(-c2cc(Cl)cc3c(=O)c4ccccc4n(C)c23)cc1F	7.3*	-30
O=C(Nc1ccc(Cl)cn1)c1ccccc1F	i	-9
COc1ccc(NC(=O)N2CCCC2C(=O)NCc2ccc(F)cc2)cc1 (configuration not stated)	i	-8
